ROC1-CUL1 inh = inhibitors of human ROC1-CUL1 ubiquitin ligase activity | E3 ubiquitin-protein ligase RBX1 (Homo sapiens) + Cullin-1 (Homo sapiens), P62877+Q13616 | in vitro K48 di-Ub FRET, acceptor:donor ratio, 45 min | inhibition, % at 10 µM | 140,000 compounds, 0.6% hits | AID 1347404, 2020; in the data active means inhibition above about 25%
Target sequence (P62877 whole entry, looked up): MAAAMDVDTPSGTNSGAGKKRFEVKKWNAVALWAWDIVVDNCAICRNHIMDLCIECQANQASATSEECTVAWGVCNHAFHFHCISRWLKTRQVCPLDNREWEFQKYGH
Target sequence (Q13616 whole entry, looked up): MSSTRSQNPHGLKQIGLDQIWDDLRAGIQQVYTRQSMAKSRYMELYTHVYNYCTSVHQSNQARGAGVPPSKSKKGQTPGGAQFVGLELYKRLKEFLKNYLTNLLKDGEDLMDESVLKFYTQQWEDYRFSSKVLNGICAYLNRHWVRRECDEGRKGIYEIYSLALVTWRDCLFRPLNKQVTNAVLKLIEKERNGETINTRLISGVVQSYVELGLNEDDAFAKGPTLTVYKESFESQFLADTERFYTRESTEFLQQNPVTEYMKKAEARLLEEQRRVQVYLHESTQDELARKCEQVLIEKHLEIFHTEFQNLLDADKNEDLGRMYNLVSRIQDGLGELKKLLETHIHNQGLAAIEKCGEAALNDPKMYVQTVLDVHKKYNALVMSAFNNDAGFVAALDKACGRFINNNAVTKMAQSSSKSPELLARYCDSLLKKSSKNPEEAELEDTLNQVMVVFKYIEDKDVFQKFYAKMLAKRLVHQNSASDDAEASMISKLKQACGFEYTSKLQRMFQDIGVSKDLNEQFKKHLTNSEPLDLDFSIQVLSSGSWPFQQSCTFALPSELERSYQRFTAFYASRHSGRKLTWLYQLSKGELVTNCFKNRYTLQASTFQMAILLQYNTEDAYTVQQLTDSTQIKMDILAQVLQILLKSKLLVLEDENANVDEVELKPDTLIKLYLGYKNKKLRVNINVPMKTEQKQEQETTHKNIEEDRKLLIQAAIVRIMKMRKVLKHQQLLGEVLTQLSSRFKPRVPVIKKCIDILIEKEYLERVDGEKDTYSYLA
* hit, by the source's call.

smiles | ROC1-CUL1 inh
COc1ccc(CNC(=O)c2cc3c(=O)[nH]c4ccc(C)cc4c3s2)c(OC)c1 | 3
COC1(OC)CCCc2c1no[n+]2[O-] | 4
COc1ccc(CCNC(=O)CN(c2cc(C(F)(F)F)ccc2Cl)S(C)(=O)=O)cc1 | 3
Cc1ccsc1-c1n[nH]c(=S)n1C1CCCCC1 | 24
Cc1ccc(C2OC3(C(=O)c4ccccc4C3=O)C3C(=O)N(c4cccc([N+](=O)[O-])c4)C(=O)C23)cc1 (stereo not given) | 0
CCCCCOC(=O)C1C(C)=NC(=O)NC1c1ccc(Cl)cc1 (stereo not given) | 3
Cc1ccc(CNCC2CCNCC2)s1 | 1
COc1cnc2c(=O)n(C)c(=O)n(C)c2n1 | 2
N=C1/C(=C/c2ccc(Br)o2)C(=O)N=C2SC=C(c3ccccc3)N12 | -8
CC(/C=C/c1ccc2c(c1)OCO2)=N/NC(=O)c1ccccc1-n1cccc1 | 3
COc1ccc(CCCN2C(=O)O[C@@H]3CN(c4cc(C)nc(N)n4)C[C@@H]32)cc1 | 6
O=C(CSc1nc2cc(F)c(F)cc2[nH]1)c1ccc(-c2ccccc2)cc1 | 12
CCn1ccnc1CN1CCC(Oc2ccccc2C(=O)N2CCCCC2)CC1 | 2
O=C1C(=C2SCCCS2)CCCC/C1=C\C=C\c1ccccc1 | 3
CC(=O)NCC(c1ccc2c(c1)OCO2)N1CCN(c2ccccc2)CC1 (stereo not given) | -8
O=C(CC1C(=O)NCCN1CCc1ccccc1)NCCOc1cccnc1 (stereo not given) | 5
COCCN1CCC(CN(Cc2ccncc2)Cc2ccc(OC)c(C)c2)CC1 | 7
C=CCOc1c(Br)cc(CNn2c(C)n[nH]c2=S)cc1OC | 9
O=C(Nc1ccc(-c2cscn2)cc1)C1CCCN(C(=O)CCN2CCCO2)C1 (stereo not given) | 5
Cc1c(C(C)NC2CCCC2)cnn1-c1cccc(F)c1 (stereo not given) | -4
Cc1ccc(NC(C)c2cc(Cl)ccc2O)cc1 (stereo not given) | 2
O=C(COc1cc(Cl)c(Cl)cc1Cl)OC1CCCC1 | 13
CC1CC(C)CN(C(=O)C(Sc2ccccc2)c2ccccc2)C1 (stereo not given) | 2
Cc1ccc(C)c(NC(=O)CSc2ncc3c(n2)-c2cc(Cl)ccc2N(Cc2ccccc2F)S3(=O)=O)c1 | -2
CCOC(=O)CN(Cc1ccccc1)C(C(=O)NC1CCCCC1)c1ccccc1 (stereo not given) | 1
Nc1cc(S(=O)(=O)O)cc2cccc(S(=O)(=O)O)c12 | 3
CCOC(=O)c1c(C)n(-c2ccccc2)c2ccc(OC(=O)COc3ccc(Cl)cc3)cc12 | 3
COc1cc(/C=C2/C(=N)N3C=CSC3=NC2=O)cc(Br)c1OC(=O)c1ccco1 | -2
COCCCNC(=O)COc1ccc(S(=O)(=O)NC(C)C)cc1 | 6
O=C1CC(c2ccccc2Cl)c2c(ccc3ccccc23)N1 (stereo not given) | -4
CCCNC(=O)C1CCN(Cc2cccc(Cl)c2)CC1 | 9
O=S(=O)(Cc1cccc(Cl)c1)Nc1cccc(F)c1 | 4
CC(C)C(NC(=O)CCN1C(=O)c2ccccc2C1=O)c1ccccc1 (stereo not given) | -2
Cc1cccc(Oc2coc3cc(OC(=O)c4cccc(Br)c4)ccc3c2=O)c1 | -7
Cc1nn(C)cc1/C=N\NC(=O)c1ccc2c(c1)OCO2 | 1
CN(Cc1ccsc1)C(=O)CCc1nnc(Cc2c[nH]c3ccccc23)o1 | -1

Some of the entries above, set out differently.
ROC1-CUL1 inh | Molecule
5 | O=C(Nc1ccc(-c2cscn2)cc1)C1CCCN(C(=O)CCN2CCCO2)C1 (stereo not given)
-4 | Cc1c(C(C)NC2CCCC2)cnn1-c1cccc(F)c1 (stereo not given)
2 | Cc1ccc(NC(C)c2cc(Cl)ccc2O)cc1 (stereo not given)
13 | O=C(COc1cc(Cl)c(Cl)cc1Cl)OC1CCCC1
2 | CC1CC(C)CN(C(=O)C(Sc2ccccc2)c2ccccc2)C1 (stereo not given)
-2 | Cc1ccc(C)c(NC(=O)CSc2ncc3c(n2)-c2cc(Cl)ccc2N(Cc2ccccc2F)S3(=O)=O)c1
1 | CCOC(=O)CN(Cc1ccccc1)C(C(=O)NC1CCCCC1)c1ccccc1 (stereo not given)
3 | Nc1cc(S(=O)(=O)O)cc2cccc(S(=O)(=O)O)c12
3 | CCOC(=O)c1c(C)n(-c2ccccc2)c2ccc(OC(=O)COc3ccc(Cl)cc3)cc12
-2 | COc1cc(/C=C2/C(=N)N3C=CSC3=NC2=O)cc(Br)c1OC(=O)c1ccco1
6 | COCCCNC(=O)COc1ccc(S(=O)(=O)NC(C)C)cc1
-4 | O=C1CC(c2ccccc2Cl)c2c(ccc3ccccc23)N1 (stereo not given)
9 | CCCNC(=O)C1CCN(Cc2cccc(Cl)c2)CC1
4 | O=S(=O)(Cc1cccc(Cl)c1)Nc1cccc(F)c1
-2 | CC(C)C(NC(=O)CCN1C(=O)c2ccccc2C1=O)c1ccccc1 (stereo not given)

(continued)
smiles | ROC1-CUL1 inh
Nc1nnc(SCC(=O)Nc2ccccc2C(F)(F)F)s1 | -7
O=C(Cn1nnc2ccccc21)c1ccccc1 | 12
O=C1NC(=O)C(C=Nc2ccc([N+](=O)[O-])cc2O)C(=O)N1 | -10
O=C(/C=C1/Sc2ccccc2N1Cc1ccccc1)c1ccco1 | 9
CN(C)CCN(Cc1ccco1)C(=O)c1cc2c(s1)-c1ccccc1OC2 | 4
CCc1ccccc1NC(=O)c1ccc(F)cc1 | -6
N#Cc1cc2[nH]c(=O)c(=O)[nH]c2cc1[N+](=O)[O-] | -3
CCOC(=O)c1sc(-c2ccc(OC)cc2)nc1C | 8
Cc1ccc2c(c1)c1c(c(=O)n(-c3ccccc3)c(=O)n1CC(=O)NCC1CCCO1)n2C (stereo not given) | 1
Cc1ccc(C2=NC(C)(C)CO2)cc1[N+](=O)[O-] | -5
CCCN1CCC(NC(=O)c2cccc(F)c2)CC1 | 13
Cc1ccccc1-c1nc2cc(NC(=O)c3ccc4ccccc4c3)ccc2o1 | 3
Cc1ccc(NC(=O)C(=O)NCC2(c3ccccc3)CCCC2)cc1Cl | 5
Cc1cc(C)c(C#N)c(SCC(=O)NN2CC(=O)N(c3ccccc3F)CC2=O)n1 | 13
CC(C)N1CCC(C(=O)N2CCCC(CCc3cccc(F)c3)C2)CC1 (stereo not given) | -1
COC(=O)c1cc(NC(=O)c2ccccc2C)cc(C(=O)OC)c1 | 0
CCCC(=O)NCC(c1ccc2c(c1)OCO2)N1CCOCC1 (stereo not given) | -4
CCN(CC)c1ccc(CNCc2ccncc2)cc1 | 6
CCCSc1ncc(Cl)c(C(=O)Nc2sc3c(c2C(N)=O)CCCC3)n1 | -9
CCN1CCC(N(Cc2ccc3c(c2)OCO3)C(=O)Nc2ccccc2OC)CC1 | -6
Cn1cc(CCC(=O)N2CCC3(CCCN(Cc4ccccc4F)C3)C2)cn1 (stereo not given) | 12
CCc1cccc(C)c1NC(=O)COCc1cc(-c2ccc3c(c2)OCO3)on1 | 1
CC1CCCCN1Cc1c(O)ccc2ccccc12 (stereo not given) | 7
CCC(C)NC(=O)C1=CC(c2ccc3c(c2)OCO3)=NS(=O)(=O)N1C (stereo not given) | -10
O=C(NCc1ccccc1)c1ccc(NC(=O)N2CCSc3ncccc32)cc1 | -7
COC(=O)c1ccccc1C1=C([N+](=O)[O-])C(c2cccc(Br)c2)C(C#N)C(=N)O1 (stereo not given) | -1
CC(C)OC(=O)Nc1nc(Cl)cc(Cl)n1 | 4
CC(=O)N(c1ccc(N(C(C)=O)S(=O)(=O)c2ccc(F)cc2)cc1)S(=O)(=O)c1ccc(F)cc1 | 10
CC1CCN(S(=O)(=O)c2ccc(NC(=O)C3CCCO3)cc2)CC1 (stereo not given) | -4
COc1ccc(NC(=O)C(C)C)cc1OC | -6
Cc1cccc(C(=O)Nc2cccc(C(=O)OCc3cc(=O)n4ccsc4n3)c2)c1 | -7
C=CCN1C(=O)C(C=Nc2ccc(C(=O)OCC)cc2)C(=O)N(CCCC)C1=O (stereo not given) | -2
Cc1ccc(-c2nnc(SCC(=O)NCCC(C)C)nc2-c2ccc(C)cc2)cc1 | 3
COC(=O)C1=C(C)OC(=N)C(C#N)C1c1ccc(Cl)cc1 (stereo not given) | 2
O=C(O)CCC(=O)Nc1ccc(-c2nc3ccc(C(=O)c4ccccc4)cc3[nH]2)cc1 | 12
Cc1ccc(Sc2ccccc2C(=O)N2CCN(C)CC2)cc1 | -3
CNC(=O)Cn1ccc(-c2cccc(-c3ccccc3SC)c2)n1 | 0
N#CC1=C(N)N(c2ccccc2)NC1 | 4
O=C(Nc1nnc(C2CCCCC2)s1)c1cccc(Cl)c1 | 3
CCOc1ccc(C(=O)Nc2ccc3oc(-c4cccc5ccccc45)nc3c2)cc1 | -2
COc1ccc(OC)c(C2C(C#N)=C(c3ccccc3)OC(=N)C2C#N)c1 (stereo not given) | 0
CN(C)C(=O)c1ccc(N2CCN(CCO)CC2)nc1 | -6
CC1CC(OCC(O)CN2CCC(Cc3ccccc3)CC2)CC(C)(C)C1 (stereo not given) | -3
CCCc1ccc(NC(=O)C2CCN(c3cnccn3)CC2)cc1 | -12
CCOC(=O)c1cc(-c2ccccc2)n(-c2cccc(C(=O)NC(C)CC)c2)c1C (stereo not given) | 14
CC1=NN(Cc2ccccc2)c2nc3c(c(=O)n(C)c(=O)n3C)n2C1 | -5
COc1cc(-c2cccc(-c3ccn[nH]3)c2)ccc1NC(C)=O | 10
CC1CN(C(=O)N2CCC(C(=O)NC3CCCCCC3)CC2)c2cc(Cl)ccc2O1 (stereo not given) | 1
CCc1cccc(NC(=O)c2ccc(Cl)cc2[N+](=O)[O-])c1 | -7
CN1C(=O)Cc2cc(S(=O)(=O)CCC(=O)Nc3ccc(Cl)cc3)ccc21 | -4
COc1ccc(-c2cn3cccnc3n2)cc1NC(=O)c1c(F)cccc1F | -3
CCCn1nnc(NC(=S)NC(=O)CC)n1 | -8
CCCN1CCN(CCNC(=O)Nc2ccccc2Cl)CC1 | -8
COc1cc(Cl)cc(C(c2c(C)[nH]c3ccccc23)c2c(C)[nH]c3ccccc23)c1O | -11
Cc1ccccc1COC(=O)c1ccc(-c2nnn(Cc3ccccc3F)n2)cc1 | -2
COc1ccc(-c2nc(-c3ccc4c(c3)n(C)c(=O)n4C)c(-c3ccccc3)[nH]2)cc1OC | -1
c1ccc(Cc2nnc3sc(COc4ccccc4)nn23)cc1 | -3
OCC1CCCN(C(=S)Nc2ccc(Oc3ccccc3)cc2)C1 (stereo not given) | 4
CCC(CC)NC(=O)C1CC(=O)N(c2cccc(C)c2)C1 (stereo not given) | 6
O=C1Nc2ccc(Br)cc2/C1=C/c1ccc(-c2ccc(F)cc2)o1 | 0

A different layout for two compounds above.
ROC1-CUL1 inh,structure
5,O=C(CC1C(=O)NCCN1CCc1ccccc1)NCCOc1cccnc1 (stereo not given)
24,Cc1ccsc1-c1n[nH]c(=S)n1C1CCCCC1

Next part
smiles | ROC1-CUL1 inh
N#C/C(=C\c1c(Oc2ccc(Br)cc2)nc2ccccn2c1=O)c1nc2ccccc2s1 | 4
CC(C)S(=O)(=O)NCc1nc(NCCCc2ccccc2)c2ccccc2n1 | 2
CC(C)(CNC(=O)c1cccc(F)c1)CNC(=O)c1cccc(F)c1 | 4
CCn1c(=O)c2c(nc3oc(C)c(C)n32)n(C)c1=O | 4
CN1C(=O)NC(=NCCN2CCOCC2)C([N+](=O)[O-])C1=O (stereo not given) | -2
CCCC(CCC)C(=O)Nc1cccc(-c2nc3cccnc3s2)c1C | -6
Cc1cc(C)cc(NC(=O)CSc2nnc(-c3cc4occc4n3C)n2-c2ccccc2C)c1 | 2
O=C(O)CCOc1ccc(Cl)cc1 | 0
CSC(C[N+](=O)[O-])=NC1CCCCCCC1 | 3
Cc1ccc(S(=O)(=O)Nc2ccc(NC(=O)/C=C/C(=O)O)cc2)cc1 | 5
CC1CCN(S(=O)(=O)c2cc(C(=O)NC3CCCCC3)ccc2F)CC1 | -2
O=C(c1csc2nc(-c3cccc(Cl)c3)cn12)N1CCC(CO)CC1 | -6
Cc1ccc(-c2cc(C(=O)NC(C)C)c3cc(Br)ccc3n2)cc1C | -16
COc1ccc(NC2CCCN(C(=O)CCC(F)(F)F)C2)cc1 (stereo not given) | 7
COC(=O)N(Nc1cccc2c1OC(C)(C)C2)C(=O)OC | -2
CCOC(=O)c1ccccc1NC1(c2ccc(OC)cc2)C(=O)c2ccccc2C1=O | -1
CCN(CC)CCCNC(=O)C(=O)Nc1ccc2nc3n(c(=O)c2c1)CCCCC3 | 0
Cc1ccc(-c2[nH]nc3c2C(c2ccc4ccccc4c2)C(C#N)C(=N)O3)cc1C (stereo not given) | 7
Cc1cccc(CNCC2(O)CCCN(Cc3cccc(F)c3F)C2=O)n1 (stereo not given) | -4
COc1ccc(OC)c(C(=O)CSc2nnc(Cc3ccc(Cl)cc3)n2C)c1 | 3
O=C(CC(NCC1CCCO1)C(=O)O)Nc1ccc(O)cc1 (stereo not given) | -3
Cc1cc2[nH]c3ccccc3c2c(C)n1 | 6
COCc1ccc(CN2CCOc3ccc(C(O)Cc4ccccc4)cc3C2)o1 (stereo not given) | 1
CCOC(=O)c1c(C)oc2nc(C)nc(Nc3cc(C)cc(C)c3)c12 | 5
Cc1ccc(/C=C(/C#N)c2nc(-c3ccc(Br)cc3)cs2)s1 | -6
Cc1cccc(Cn2c(COc3ccccc3)nc3ccccc32)c1 | 2
O=C(O)C(Cc1ccccc1)N1C(=O)C2CCCCC2C1=O (stereo not given) | 3
CC1(C)CC(=O)c2cnc(NC(=O)CSc3nc4ccccc4o3)nc2C1 | -1
CCOc1ccc(NC(=O)CN(C)C)cc1 | -8
CCOc1ccc(C(=O)Nc2cc(Cl)ccc2C(F)(F)F)cc1 | 4

A portion of the library, so the mix of outcomes need not match the whole.
